Screening results (PubChem BioAssay)
Bim-Bcl-W – human Bim-Bcl-W interaction inhibition. AID 952. Q92843. bead-based flow cytometry, Bim peptide-Bcl-W binding. inhibition, % at 10 µM. 190,000 tested, 0.02% active;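 note: 0% = bound tracer without compound and 100% = peptide blocker; higher means less fluorescent Bim peptide bound to Bcl-W beads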
Target sequence (Q92843 whole entry, looked up): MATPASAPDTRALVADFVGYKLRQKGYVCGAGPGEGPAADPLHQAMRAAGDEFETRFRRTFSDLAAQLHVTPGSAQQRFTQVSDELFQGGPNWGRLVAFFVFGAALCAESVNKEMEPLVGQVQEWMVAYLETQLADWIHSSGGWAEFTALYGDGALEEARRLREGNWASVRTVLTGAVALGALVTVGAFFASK
GSH bead fluor – compound fluoresces at 488/530 nm on GSH beads; GSH beads flow cytometry, compound fluorescence 488/530 nm; stronger effect = higher value; fluorescence (KMESF) at 10 µM; 190,000 tested, 0.25% active; AID 1776; in the data active = fluorescence above about 89;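 note: glutathione beads carrying GST-tagged Bcl family fusion proteins plus one bare bead set; values are compound well signal with DMSO vehicle wells as background; inactives centre near 16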
Mcl1-Bid inh – disrupts binding of human Mcl-1 to Bid peptide; Q07820; TR-FRET Mcl-1/Bid-Dy647 peptide binding, 1536-well; inhibition, % at 21.7 µM; 220,000 tested, 0.97% active;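 active = compounds that cut the binding signal by more than half at the single screening dose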;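 note: His-tagged Mcl-1 with europium anti-His antibody binding Bid BH3 peptide; 0% = Mcl-1 plus peptide wells and 100% = peptide-only wells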
Bim-Bcl-B – inhibitors of Bim-Bcl-B interaction, human. Q9HD36. bead-based flow cytometry, Bim peptide-Bcl-B binding. inhibition, % at 10 µM. 190,000 tested, 0.073% active. AID 951;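 note: 0% = tracer peptide without compound and 100% = reference inhibitor peptide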
Target sequence (Q9HD36 whole entry, looked up): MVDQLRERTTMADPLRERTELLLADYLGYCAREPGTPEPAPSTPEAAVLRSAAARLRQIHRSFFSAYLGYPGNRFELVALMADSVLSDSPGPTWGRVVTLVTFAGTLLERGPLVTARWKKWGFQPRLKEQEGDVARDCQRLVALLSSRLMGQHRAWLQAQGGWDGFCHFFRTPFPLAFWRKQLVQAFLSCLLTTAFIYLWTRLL
RGS7-Gao reg – human RGS7-Galphao interaction regulation. binding response (% of control), % at 10 µM. 220,000 tested, 0.35% active. Multiplexed bead flow cytometry, RGS7-Galphao binding; actives lie on both sides. P09471; in the data active = binding response below about 49% or above about 150%; inconclusive = no clear call, values can overlap the other calls; inactive = in between;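 note: fluorescent Galphao held in activated GDP-AlF4 state binding bead-coupled RGS7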
Target sequence (P09471 whole entry, looked up): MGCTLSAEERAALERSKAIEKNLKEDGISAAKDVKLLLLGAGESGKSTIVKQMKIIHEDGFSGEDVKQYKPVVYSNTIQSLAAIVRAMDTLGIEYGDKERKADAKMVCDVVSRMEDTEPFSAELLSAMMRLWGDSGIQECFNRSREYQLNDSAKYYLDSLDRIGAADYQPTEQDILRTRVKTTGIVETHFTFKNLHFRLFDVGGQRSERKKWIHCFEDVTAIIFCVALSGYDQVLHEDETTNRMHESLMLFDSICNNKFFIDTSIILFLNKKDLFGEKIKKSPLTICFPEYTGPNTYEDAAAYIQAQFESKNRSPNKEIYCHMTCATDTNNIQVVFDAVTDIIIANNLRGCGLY
Bim-Bcl-2 – inhibitors of Bim-Bcl-2 interaction, human. Bead-based flow cytometry, Bim peptide-Bcl-2 binding. inhibition, % at 10 µM. 190,000 tested, 0.06% active; in the data active = inhibition above about 40%; inconclusive = no clear call, values can overlap the other calls;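 note: 0% = no compound wells with probe peptide and 100% = reference peptide inhibitor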
Bim-Bcl-XL – inhibitors of Bim-Bcl-XL interaction, human | inhibition, % at 10 µM | Bim peptide-Bcl-XL binding, bead flow cytometry, fluorescence | 190,000 tested, 0.04% active | Q07817
RGS8-Gao – regulators of human RGS8-Galphao interaction | 220,000 tested, 0.34% active | multiplexed bead flow cytometry, RGS8-Galphao binding; actives lie on both sides | P09471 | response (percent of control binding), % at 10 µM; in the data active = response below about 60% or above about 140%; inactive = in between;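 note: Galphao activated as the GDP aluminium fluoride complex binding bead-coupled RGS8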
RGS4-Gao reg – modulates binding of RGS4 to human Galphao; binding response (% of control), % at 10 µM; 220,000 tested, 0.33% active; AID 1415; Multiplexed bead flow cytometry; actives lie on both sides; in the data active = binding response below about 49% or above about 150%; inactive = in between;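 note: fluorescent Galphao activated with aluminum fluoride binding bead-coupled RGS4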
Bim-Mcl-1 – disrupts Bim peptide binding to human Mcl-1; Q07820; Bead-based flow cytometry, Bim peptide-Mcl-1 binding; inhibition, % at 10 µM; 190,000 tested, 0.1% active; AID 1009;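 note: 0% = no compound tracer wells and 100% = peptide blocker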
Bim-Bfl-1 – human Bim-Bfl-1 interaction inhibition | Q16548 | Bead-based flow cytometry, Bim-Bfl-1 binding inhibition | inhibition, % at 10 µM | 190,000 tested, 0.12% active;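 note: 0% = wells without compound plus tracer and 100% = blocker peptide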
Numbers without * were called inactive; ? = inconclusive; . = not tested or not shown. Cut-off read from the data, not from the text of the source, unless noted: active = inhibition above about 40%.

molecule	Bim-Bcl-W	GSH bead fluor	Mcl1-Bid inh	Bim-Bcl-B	RGS7-Gao reg	Bim-Bcl-2	Bim-Bcl-XL	RGS8-Gao	RGS4-Gao reg	Bim-Mcl-1	Bim-Bfl-1
CCCN1C(=O)/C(=C\C=C2\N(CC)c3ccccc3C2(C)C)SC1=S	-4	46	-15	-36	137	0	1	98	119	-6	0
CCCOc1ccc2c3c(c(=O)oc2c1OCCC)CCC3	0	12	-8	-5	101	-7	-3	102	103	1	-13
CN(C(=O)C1CCN(S(=O)(=O)c2cccs2)CC1)c1ccccc1	-1	16	-12	-5	102	0	-2	100	101	-2	-5
OC(CNC1CCCc2ccccc21)COc1ccc2ccccc2c1 (configuration not stated)	-3	10	52*	-3	106	-1	-4	101	104	-2	0
COC(=O)CNC(=O)c1cc(-c2ccncc2)nc2c(C)c(Cl)ccc12	0	17	-12	-3	?	-2	0	98	98	1	-3
O=C(CN1CCCC1)N1CCCc2c1c(=O)oc1ccc(OCc3ccccc3)cc21	-1	35	.	1	96	2	1	100	96	2	0
CCCOC(=O)CC1C(=O)NCCN1C(=O)OC(C)(C)C (configuration not stated)	-6	15	-9	-4	93	-2	-3	94	91	-3	-4
O=C(CN1CCN(Cc2ccccc2)CC1)Nc1ccc([N+](=O)[O-])cc1C(=O)Nc1ccccc1F	-4	10	1	-7	94	-3	-7	98	98	-7	0
COc1ccc(NS(=O)(=O)c2ccc(N3C(=O)CCC3=O)cc2)cc1	0	33	-28	1	122	-3	-2	137	133	-1	0
CCOc1ccccc1NC(=O)CSCC(=O)Nc1ccccc1	-4	19	0	0	94	-1	-2	101	96	-2	-2
Nc1nc(N2CCN(c3ccc(F)cc3)CC2)n[nH]1	-1	11	-50	2	100	-3	-2	101	100	3	-4
CCCCc1nc2sc3c(=O)n(N)cnc3c2c2c1CCC2	-3	18	-24	-2	?	-2	-4	100	100	0	-4
CCc1ccc(C2CC(c3ccco3)=NN2S(C)(=O)=O)cc1 (configuration not stated)	-1	18	-23	-9	.	-10	-4	.	.	-4	-13
COc1ccc(NC(=O)Nc2ccc(C(=O)N3CCOCC3)cc2)c(OC)c1	-2	11	-35	-3	87	-4	-6	95	89	-2	-7
CC(OC(=O)c1ccc2ccccc2n1)C(=O)Nc1ccc(N2CCOCC2)cc1 (configuration not stated)	-2	16	-59	5	95	-2	-3	97	95	-3	-1
Cc1cccc(NC(=S)N(CCCN2CCOCC2)C(C)c2cc3ccccc3o2)c1 (configuration not stated)	2	10	-30	-3	102	-1	1	98	100	2	-4
CSc1nc(C(=O)N2CCCC(C(=O)c3ccc(Cl)cc3)C2)cs1 (configuration not stated)	-5	12	-15	-1	86	1	-4	69	89	0	0
COC(=O)c1ccc(N/C=C\C(=O)c2ccc3c(c2)OCO3)cc1	1	10	10	0	92	1	-1	96	92	1	-1
O=S(=O)(c1ccc(Br)s1)N1CCCCC1	1	17	17	1	99	-1	0	99	100	0	0
CCNc1nc(CN2CCCCC2)nc2scc(-c3ccccc3)c12	-5	16	-11	-11	96	-5	-5	99	101	-2	-10
CCOP(=O)(c1ccccc1Cl)C1(O)CCCCC1 (configuration not stated)	4	6	-53	-6	103	-2	-3	102	103	0	-3
CN=C(NC#N)NCCSCc1nc[nH]c1C	-4	23	-15	-7	104	3	-5	102	101	-3	-1
Cc1ccc(C)c(-n2nnnc2SCC(=O)c2ccc3c(c2)NC(=O)CO3)c1	0	52	-2	-2	94	-4	0	101	98	0	-4
CCOC(=O)c1c(NC(=O)CCl)sc(CN(C)C)c1-c1ccccc1	0	22	-12	-3	102	1	0	103	102	-1	-7
O=C(CSc1n[nH]c(-c2cc(Cl)ccc2Cl)n1)NCCN1C(=O)CSC1=O	-3	10	-6	-7	111	-5	-5	103	111	-5	-5
COc1ccc(Cl)cc1N(CC(=O)Nc1ccccc1C(=O)NCc1ccco1)S(C)(=O)=O	1	12	-11	0	98	-1	0	96	100	-1	0
C=CCN1C(=O)C(Cc2ccccc2)SC1=Nc1ccc(C(=O)O)cc1 (configuration not stated)	-2	9	-34	0	101	1	-2	99	97	-6	9
COc1ccc(NC(=O)NCc2ccco2)cc1OC	-4	12	-25	-8	101	-1	-4	103	100	0	-8
CC1(C)CC(=O)C(C=NCc2cccnc2)=C(O)C1	-3	22	-22	0	108	0	0	102	108	1	-3
COc1ccc(OCC(=O)NC(=S)N2CCCc3ccccc32)cc1	-4	24	-20	-5	99	-4	-6	101	96	-3	-5
CCCCS(=O)CC(O)COc1ccc(C(C)(C)C)cc1 (configuration not stated)	0	19	-3	-1	102	0	-1	101	100	-1	-2
FC(F)(F)c1cc(-c2cccs2)nc(NCc2ccco2)n1	0	5	-22	0	101	-2	-1	102	103	2	-3
N#Cc1nn(-c2ccccc2)nc1N1CCCCC1	2	32	.	2	98	3	1	100	98	2	-1
CC(C)N(C(=O)NC(=O)Nc1ccc(S(=O)(=O)N2CCCC2)cc1)S(C)(=O)=O	0	16	9	-3	104	0	0	100	101	-1	-3
COc1ccc(-c2nnn(CC(=O)NCc3ccccc3)n2)cc1OC	-31	63	-10	-34	102	-26	-25	101	103	-33	-25
CC(=O)OCC1(C)CN(c2ccccc2)N(C(=O)c2ccc(F)cc2)C1=O (configuration not stated)	-2	11	-20	-3	?	-4	-3	100	103	2	-4
CCC1Oc2ccc(C)cc2N(CC(=O)N(Cc2ccc(C)o2)C2CC(C)(C)NC(C)(C)C2)C1=O (configuration not stated)	-1	14	-27	-6	105	2	-4	109	106	-1	-3
Cc1cc(C)c2nc(N3CCCC(C(=O)NCCN4CCOCC4)C3)sc2c1 (configuration not stated)	0	15	-10	-8	103	-11	-9	105	106	-2	-11
O=C1c2ccsc2SCCN1Cc1ccccc1Cl	1	35	-6	-4	98	-6	-5	102	100	0	-11
Cn1c(Cc2ccc3c(c2)OCO3)nnc1SCC(=O)NC(C)(C)C	-1	12	-19	0	106	-3	-1	106	108	0	-4
COc1ccc2c(c1)c(CC(=O)OCC(=O)O)c(C)n2C(=O)c1ccc(Cl)cc1	-1	63	6	0	102	0	-4	102	107	-2	-1
COc1ccc2[nH]c(CN3CCC(CO)(CCOc4ccccc4)CC3)c(C)c2c1	-2	9	-16	-6	104	-3	-4	101	99	-3	-8
O=C(COC(=O)C1CCN(S(=O)(=O)c2ccccc2)CC1)NC(=O)c1ccc(OC(F)F)cc1	0	9	-34	-2	98	-4	-1	99	98	0	-5
CC(C)(C)NC(=O)CSc1nc(N)c(-c2ccccc2)c(=O)[nH]1	-2	14	-22	-6	99	-7	-5	105	103	0	-7
S=C(NCC1CCCCC1)Nc1ccc(Oc2ccccc2)cc1	-3	6	-52	-10	99	0	-9	101	101	-7	0
O=C(CSc1nnc(-c2cccs2)n1CC1CCCO1)c1cc2ccccc2o1 (configuration not stated)	0	30	29	-9	100	-8	-6	101	100	-6	-5
Cc1ccc(-c2noc(CCC(=O)NCC3CCCO3)n2)cc1 (configuration not stated)	-4	36	-4	-9	100	-11	-10	103	101	-6	-18
CC1(C)CC(C(=O)Nc2nccs2)CCO1 (configuration not stated)	0	26	7	-10	109	-11	0	108	106	-4	-11
COCCN(C(=O)CC1C(=O)NCCN1Cc1ccc(-c2ccccc2)cc1)C(C)C (configuration not stated)	-3	18	-6	-6	100	-1	-5	100	101	-4	0
N#Cc1nc(-c2ccco2)oc1N1CCN(c2cccc(Cl)c2)CC1	3	6	-34	1	94	0	1	88	87	-6	1

(continued)
molecule	Bim-Bcl-W	GSH bead fluor	Mcl1-Bid inh	Bim-Bcl-B	RGS7-Gao reg	Bim-Bcl-2	Bim-Bcl-XL	RGS8-Gao	RGS4-Gao reg	Bim-Mcl-1	Bim-Bfl-1
CC(=O)c1sc2nc(C)cc(C)c2c1N	-2	55	-27	-7	102	-11	0	101	101	-1	-11
CCOc1ccc(Br)cc1S(=O)(=O)NCc1ccc(S(N)(=O)=O)cc1	0	20	-9	-1	?	0	0	100	97	0	-1
Nc1nnc(CC(=O)N/N=C/c2ccc(-c3ccccc3)o2)s1	-7	11	-9	-10	97	-6	-8	96	99	-6	-5
O=c1c2ccccc2nc(SCc2nc3ccccc3s2)n1CCCO	-3	15	-19	-14	91	-7	-10	98	97	-3	-11
O=C(O)c1cn(-c2ccccc2)nc1C(=O)O	0	15	17	-3	107	-3	-4	106	111	-1	-1
COc1ccc(SCc2noc(C(=O)NC(C)C)c2C(=O)O)cc1	-2	33	-8	-9	101	-10	-19	103	102	0	-17
CCOC(=O)c1cccc(NC(=O)CSc2nnc(COc3ccc(Cl)cc3)o2)c1	-4	20	1	-3	102	-4	-2	100	99	-1	-3
CCN(CCCNC(=O)CCNC(=O)Cn1cnc2ccccc2c1=O)c1cccc(C)c1	0	30	-43	-10	98	-5	-6	98	96	-2	-12
Cc1ccc(CNC(=O)COc2ccc(C(=O)c3ccc(F)cc3)cc2)cc1	-5	18	-1	-12	104	-10	-12	101	100	-3	-15
